# Assay outcomes deposited in PubChem BioAssay by several laboratories.
# GAA850 FXN act = frataxin GAA850 promoter activation | HEK293 lucGAA850 FXN promoter luciferase reporter, 24 h; percent of 10 µM SAHA response | 360,000 tested, 0.56% active | AID 540364 | activation, % at 6 µM;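 active = activation above the average of all compounds screened plus 3 SD, cutoff fixed separately per campaign, cut at about 7.5% in these data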;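 note: 0% = DMSO wells and 100% = 10 µM SAHA wells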
# GC-B act = GC-B (human) receptor activation; P20594; HEK293-GC-B cells, CNP EC30, cGMP TR-FRET; 0% at EC30 CNP, 100% saturating CNP; activation, % at 10 µM; 370,000 tested, 0.11% active;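 active = activation at 10 µM reaching about 35% in either raw or pattern-adjusted values, limit read from the data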
# Target sequence (P20594 whole entry, looked up): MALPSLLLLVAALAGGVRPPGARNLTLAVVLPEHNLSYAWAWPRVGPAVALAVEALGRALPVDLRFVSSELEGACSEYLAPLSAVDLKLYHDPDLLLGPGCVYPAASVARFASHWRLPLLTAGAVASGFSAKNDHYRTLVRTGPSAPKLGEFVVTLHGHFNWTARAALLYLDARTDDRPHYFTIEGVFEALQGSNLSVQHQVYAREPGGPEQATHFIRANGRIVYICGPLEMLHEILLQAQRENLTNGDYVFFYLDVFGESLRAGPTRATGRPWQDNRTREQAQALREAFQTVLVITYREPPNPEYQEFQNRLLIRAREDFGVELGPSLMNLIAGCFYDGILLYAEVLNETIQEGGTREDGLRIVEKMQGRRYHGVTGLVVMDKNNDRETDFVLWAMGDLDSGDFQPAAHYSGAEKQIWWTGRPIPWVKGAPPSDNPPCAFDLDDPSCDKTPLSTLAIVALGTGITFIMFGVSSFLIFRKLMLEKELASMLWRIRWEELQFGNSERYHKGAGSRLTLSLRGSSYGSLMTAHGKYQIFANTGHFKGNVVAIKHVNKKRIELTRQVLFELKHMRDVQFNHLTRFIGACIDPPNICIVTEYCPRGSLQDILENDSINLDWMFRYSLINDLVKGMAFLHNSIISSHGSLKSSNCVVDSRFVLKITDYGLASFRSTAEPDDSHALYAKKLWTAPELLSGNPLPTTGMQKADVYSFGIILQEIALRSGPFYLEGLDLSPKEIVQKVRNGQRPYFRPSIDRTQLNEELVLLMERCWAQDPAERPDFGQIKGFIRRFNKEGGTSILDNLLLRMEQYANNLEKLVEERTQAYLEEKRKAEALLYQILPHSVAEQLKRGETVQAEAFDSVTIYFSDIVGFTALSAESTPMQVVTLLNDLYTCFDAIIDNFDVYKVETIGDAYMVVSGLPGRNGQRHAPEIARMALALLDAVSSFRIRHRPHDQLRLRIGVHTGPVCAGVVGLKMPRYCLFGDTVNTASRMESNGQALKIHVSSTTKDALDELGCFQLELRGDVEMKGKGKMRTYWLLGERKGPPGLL
# NR0B1 inh = inhibitors of human orphan nuclear receptor DAX1 (NR0B1); inhibition, % at 6.75 µM; HEK293 Gal4-DAX1 luciferase reporter, luminescence; P51843; 340,000 tested, 0.99% active;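 active = inhibition above the mean over all tested compounds plus 3 SD, cut at about 4.2% in these data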;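 note: 0% = DAX1-transfected cells with DMSO and 100% = empty-vector control cells with DMSO; inhibition shows as a rise in luminescence from relieved DAX1 repression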
# NPR1 activator = GC-A (human) enzyme activation | activation, % at 10 µM | P16066 | 370,000 tested, 0.14% active | HEK293 GC-A cells, cGMP TR-FRET, EC30 ANP; 0% at EC30 ANP, 100% saturating ANP; in the data active = activation above about 40%
# Numbers without * were called inactive. An excerpt. The share of hits here may be higher or lower than overall.
1: O=C(c1csc2c1CCCC2)N1CCN(c2ncccn2)CC1
2: CC(C)Cn1c(-c2csc3c2CCCC3)n[nH]c1=S
3: O=C(NCc1ccc2c(c1)OCO2)c1cccc(S(=O)(=O)N2CCCCC2)c1
4: Nc1ccc2oc(-c3cc(Br)ccc3Cl)nc2c1
5: CC(C)N(Cc1nc(-c2ccc(Cl)cc2)no1)C(=O)CN(C)S(=O)(=O)c1ccc(Cl)cc1
6: Cc1ccc(C(=O)C2=C(O)C(=O)N(Cc3ccccc3)C2c2cccnc2)o1 (stereo unspecified)
7: Cc1cc(C)n2nc(CC(=O)NC3CCCC(C)C3C)nc2n1 (stereo unspecified)
8: O=C(/C=C\NCC(=O)c1ccccc1)c1ccc(F)cc1

Compound | 1 | 2 | 3 | 4 | 5 | 6 | 7 | 8
GAA850 FXN act | 1.5 | 0.1 | -0.7 | -11.6 | -5.7 | -3.1 | -1.4 | 2.2
GC-B act | 1.5 | 3.0 | 4.4 | -13.3 | -4.7 | 4.3 | 0.8 | -4.0
NR0B1 inh | 0.0 | 0.4 | -0.9 | -1.8 | -0.1 | 0.0 | -0.6 | 0.5
NPR1 activator | 0.4 | 1.6 | 1.6 | 0.9 | 1.2 | 10.8 | -0.1 | 6.2

9: NNc1nc(-c2ccccc2)cc(-c2ccccc2O)n1
10: O=C(NCc1ccccn1)c1cc2cc(Br)ccc2oc1=O
11: C=CCn1c(=O)n2ncnc2c2c3c(sc21)CCCC3
12: CCN(CC)C(=O)c1cnn(-c2ccccc2)c1NC(=O)c1ccccc1F
13: O=C(c1ccc(Cn2cc(Br)cn2)cc1)N1CCN(c2ccccc2)CC1
14: COc1cc2cc(CN(CCCO)S(=O)(=O)c3ccccc3Cl)c(=O)[nH]c2cc1OC
15: O=C(NCCc1nc2ccccc2[nH]1)c1ccc(F)cc1
16: O=C(Cn1c(C(=O)NCC2CCCO2)cc2sccc21)c1ccccc1 (stereo unspecified)

Compound | 9 | 10 | 11 | 12 | 13 | 14 | 15 | 16
GAA850 FXN act | -0.6 | 0.8 | 1.2 | -1.8 | 1.6 | 1.3 | 0.0 | -0.7
GC-B act | -11.1 | 6.0 | 1.1 | -3.5 | 1.3 | -1.4 | -3.6 | -1.2
NR0B1 inh | -0.7 | -1.1 | -0.5 | -0.5 | 1.4 | 0.3 | 0.8 | 0.3
NPR1 activator | -5.5 | 1.4 | 17.3 | 1.1 | -8.1 | -2.1 | 2.3 | -14.6

# In the list so far, these contain sulfur.
1: O=C(c1csc2c1CCCC2)N1CCN(c2ncccn2)CC1
2: CC(C)Cn1c(-c2csc3c2CCCC3)n[nH]c1=S
3: O=C(NCc1ccc2c(c1)OCO2)c1cccc(S(=O)(=O)N2CCCCC2)c1
5: CC(C)N(Cc1nc(-c2ccc(Cl)cc2)no1)C(=O)CN(C)S(=O)(=O)c1ccc(Cl)cc1
11: C=CCn1c(=O)n2ncnc2c2c3c(sc21)CCCC3
14: COc1cc2cc(CN(CCCO)S(=O)(=O)c3ccccc3Cl)c(=O)[nH]c2cc1OC
16: O=C(Cn1c(C(=O)NCC2CCCO2)cc2sccc21)c1ccccc1 (stereo unspecified)

Compound | 1 | 2 | 3 | 5 | 11 | 14 | 16
GAA850 FXN act | 1.5 | 0.1 | -0.7 | -5.7 | 1.2 | 1.3 | -0.7
GC-B act | 1.5 | 3.0 | 4.4 | -4.7 | 1.1 | -1.4 | -1.2
NR0B1 inh | 0.0 | 0.4 | -0.9 | -0.1 | -0.5 | 0.3 | 0.3
NPR1 activator | 0.4 | 1.6 | 1.6 | 1.2 | 17.3 | -2.1 | -14.6

# Another view of some results above.
nr	compound	GAA850 FXN act	GC-B act	NR0B1 inh	NPR1 activator
13	O=C(c1ccc(Cn2cc(Br)cn2)cc1)N1CCN(c2ccccc2)CC1	1.6	1.3	1.4	-8.1
14	COc1cc2cc(CN(CCCO)S(=O)(=O)c3ccccc3Cl)c(=O)[nH]c2cc1OC	1.3	-1.4	0.3	-2.1

# Additional records
17: Cc1noc(C)c1C(=O)Nc1ccc(Cl)cc1C(F)(F)F
18: O=C(O)Cn1nnnc1-c1ccc(F)cc1
19: Cc1ccc(OC(F)F)c(NC(=O)Nc2cccc(C(F)(F)F)c2)c1
20: C=CCN1C(=O)C2(/C(=C(\O)c3ccc4c(c3)OCCO4)C(=O)C(=O)N2CCCOC)c2ccccc21 (stereo unspecified)
21: O=C(O)c1ccc(COc2ccc(/C=N/NC(=O)c3cccs3)cc2)cc1
22: CN(C)c1ccc(CN(C(=O)COc2ccc(F)cc2)C2CCS(=O)(=O)C2)cc1 (stereo unspecified)
23: CCOc1c(OC(C)=O)ccc(/C=C/c2ccc3cccc(OC(C)=O)c3n2)c1[N+](=O)[O-]
24: Cc1cc(C)cc(CSCC(=O)N/N=C/c2ccc(OCC(=O)NCc3ccco3)cc2)c1

Compound | 17 | 18 | 19 | 20 | 21 | 22 | 23 | 24
GAA850 FXN act | 1.1 | -1.8 | -2.0 | 1.8 | 6.1 | 3.1 | 4.5 | 0.0
GC-B act | 3.7 | 3.3 | -10.5 | 4.2 | -1.0 | 1.9 | 3.0 | -1.7
NR0B1 inh | 0.3 | 1.3 | 1.6 | 0.6 | 2.4 | 0.0 | 1.5 | -1.4
NPR1 activator | -2.2 | -2.1 | -4.2 | 4.8 | -0.1 | 0.1 | -1.5 | 5.2

25: CCCCn1c(CN2CCN(C(=O)OCC)CC2)nc2c1c(=O)[nH]c(=O)n2C
26: CCc1c(O)nc(SCC(=O)N2CCCCC2)n(-c2ccccc2C)c1=O
27: Cc1nc2cc(-c3cccs3)[nH]n2c(=O)c1C
28: CCCCC(O)(CCN1CCOCC1)c1ccc(Cl)cc1 (stereo unspecified)
29: CC1CN(Cc2ccccc2)c2nc3c(c(=O)n(C)c(=O)n3C)n2C1 (stereo unspecified)
30: O=S(=O)(NC1CCCC1)c1ccc(S(=O)(=O)N2CCCN(Cc3ccccc3)C2)cc1
31: COc1ccc(CN(C)C2CCCCC2)cc1
32: Nc1nnc(C(=O)c2ccccc2N)s1

Compound | 25 | 26 | 27 | 28 | 29 | 30 | 31 | 32
GAA850 FXN act | -0.2 | -1.0 | 3.6 | 0.4 | 2.2 | -3.0 | -1.6 | 1.1
GC-B act | -1.5 | -1.9 | 0.7 | -19.9 | -3.7 | -0.9 | -0.2 | -1.1
NR0B1 inh | 2.0 | 1.5 | 1.4 | 0.8 | -1.0 | -0.4 | 1.3 | -0.4
NPR1 activator | -1.3 | 2.5 | -2.9 | -26.3 | 2.8 | 4.5 | -0.5 | 2.5

33: COC(=O)c1cc(OC)c(OC)cc1NC(=O)c1c(-c2ccccc2)noc1C
34: COC(=O)c1ccc(S(=O)(=O)NCCSc2nnc3c4ccccc4n(C)c3n2)cc1
35: CCN(CC)CCOC(=O)C1(c2ccc(OC)c(OC)c2)CCCC1
36: c1coc(-c2nnc(SCc3nc4ccccc4[nH]3)o2)c1
37: NC(=O)c1c(NC(=O)CSc2nc3c(c(C(F)(F)F)n2)CCc2ccccc2-3)sc2c1CCCC2
38: CCCC1Cc2nc(N3CCCCC3)c(C#N)cc2CO1 (stereo unspecified)
39: O=C(NC1CCCC1)c1csc2c1CCCC2
40: COc1ccc(NC(=O)c2ccc(C(=O)c3cc(OC)ccc3OC)cc2)cc1

Compound | 33 | 34 | 35 | 36 | 37 | 38 | 39 | 40
GAA850 FXN act | -0.7 | 0.6 | 0.9 | -2.4 | -0.9 | -1.6 | 0.6 | -2.0
GC-B act | -4.1 | 0.8 | -4.6 | -2.6 | -5.2 | -2.9 | -1.9 | -8.0
NR0B1 inh | 0.2 | -0.7 | 0.4 | -1.5 | 0.5 | -1.3 | 0.4 | -0.5
NPR1 activator | -2.9 | 0.7 | -13.1 | -3.1 | -2.8 | 3.1 | 5.3 | 8.9

41: COc1ccc(S(=O)(=O)NC2CCCCC2)cc1C
42: NS(=O)(=O)c1ccc(CNC(=O)NC23CC4CC(CC(C4)C2)C3)cc1
43: CCOC(=O)c1c(C)c(C(=O)NC(C)COC)c(C)n1CC (stereo unspecified)
44: O=c1[nH]c2ccccc2n1CCC1CCCCC1
45: O=C(CSc1ccccn1)Nc1nc2ccc(Br)cc2s1
46: Cc1ccc(C)c(Cn2nnc3c(=O)[nH]c(C4CCCN(C(=O)CC(C)C)C4)nc32)c1 (stereo unspecified)
47: O=C1CCCc2c1nc(-c1ccccc1)n2O
48: CCn1cc([N+](=O)[O-])c(C(=O)Nc2nc(-c3ccc(C)c(C)c3)c(C)s2)n1

Compound | 41 | 42 | 43 | 44 | 45 | 46 | 47 | 48
GAA850 FXN act | -0.2 | 2.3 | -3.2 | 4.4 | 1.6 | -0.7 | -1.5 | 1.8
GC-B act | -7.5 | -0.4 | 1.2 | -2.4 | -4.7 | -1.2 | -8.4 | -7.0
NR0B1 inh | -0.2 | -1.1 | -0.2 | 1.3 | 0.2 | 0.6 | 2.8 | 0.0
NPR1 activator | -2.9 | 3.5 | 5.7 | 0.6 | 4.6 | -2.8 | 4.0 | 2.5

49: O=C(O)C1CC(=O)N(Cc2ccc3c(c2)OCO3)C1 (stereo unspecified)
50: CCOC(=O)N1CCC(NC(=O)c2cc(S(=O)(=O)N3CCOCC3)ccc2F)CC1
51: Cc1nc(SC2C=CS(=O)(=O)C2)n[nH]1 (stereo unspecified)
52: COC(=O)C1CCN(C(=O)C(C)Oc2ccc(Cl)cc2Cl)CC1 (stereo unspecified)
53: COC(=O)C1=C(C)NC(=O)CC1c1ccc(F)c(Br)c1 (stereo unspecified)
54: Cc1ccccc1-n1c(-c2cccnc2)n[nH]c1=S
55: CCOC(=O)Cc1c(C)nc2c(-c3ccccc3)c(-c3ccccc3)[nH]n2c1=O
56: N#Cc1ccccc1Sc1ccccc1N

Compound | 49 | 50 | 51 | 52 | 53 | 54 | 55 | 56
GAA850 FXN act | 2.5 | 0.2 | -1.5 | -0.4 | 1.0 | -1.6 | 1.5 | 0.0
GC-B act | -3.0 | 1.5 | 4.4 | -3.2 | -3.7 | 0.2 | -4.6 | -7.5
NR0B1 inh | 1.4 | 1.3 | -0.3 | 0.6 | -0.1 | 0.6 | -1.2 | 1.2
NPR1 activator | 2.0 | -0.5 | -1.1 | -2.8 | -17.2 | 3.5 | -5.3 | -19.3

57: Cc1cc2nc(-c3ccc(SCC(=O)N4CCc5ccccc54)nc3)[nH]c2cc1C
58: O=S(=O)(c1ccccc1Cl)N1CCC(O)(c2ccc3c(c2)OCO3)CC1
59: CNC(=O)c1cc2cc(OC)ccc2oc1=O
60: O=C(Nc1ccc(S(=O)(=O)NCc2ccccc2)cc1)Nc1ccc2c(c1)OCO2
61: O=C(NCCOc1cccc(Cl)c1Cl)c1cc(-n2cnnc2)ccc1Cl
62: COC(=O)C1=C(NC(=O)c2cccc(OC)c2)CCS1
63: COc1ccc(Cl)cc1-n1c(N)c(C(N)=O)sc1=S
64: CC1CN(c2cc3nccnc3cc2F)CC(C)O1 (stereo unspecified)

Compound | 57 | 58 | 59 | 60 | 61 | 62 | 63 | 64
GAA850 FXN act | 2.7 | 1.8 | 2.8 | -1.3 | -2.5 | -0.7 | -0.3 | 1.4
GC-B act | -0.1 | 1.9 | 1.1 | 2.1 | 2.1 | -5.1 | -1.9 | -3.8
NR0B1 inh | 2.0 | 0.1 | 0.1 | -1.3 | -0.5 | 1.0 | -0.3 | -0.6
NPR1 activator | 1.8 | 2.3 | -1.5 | 3.9 | -4.0 | -0.4 | -3.7 | 0.6

# Values by screen from the list.
# Entries 60–63 in GAA850 FXN act: -1.3, -2.5, -0.7, -0.3
# Entries 60–63 in GC-B act: 2.1, 2.1, -5.1, -1.9

# (listing goes on)
65: CSc1nc2ccc(S(=O)(=O)N3CCc4ccccc43)cc2s1
66: CCOC(=O)CN(c1cccc(C(C)=O)c1)S(C)(=O)=O
67: O=C(C1CCCO1)N1CCN(S(=O)(=O)c2ccccc2)CC1 (stereo unspecified)
68: O=C1Nc2ccc(F)cc2C12SCCS2
69: CCOc1ccc(NC(=S)N(Cc2ccc(N(C)C)cc2)Cc2ccco2)cc1
70: CC(C)CNC(=O)c1cc(-c2ccc(Br)cc2)on1
71: CN1CCN(c2ccccc2NC(=O)Cc2ccc(Cl)cc2)CC1
72: CNC(=S)NN(c1ccccc1)c1ccccc1

Compound | 65 | 66 | 67 | 68 | 69 | 70 | 71 | 72
GAA850 FXN act | -1.2 | -0.9 | -0.8 | -6.1 | -0.7 | 3.3 | 0.6 | 2.9
GC-B act | -5.6 | 6.3 | 4.7 | 1.5 | 2.7 | -4.4 | -3.6 | -0.8
NR0B1 inh | 0.1 | 0.3 | -0.5 | -0.8 | -0.8 | 0.9 | 0.2 | -1.3
NPR1 activator | -5.4 | 4.0 | 0.9 | 0.8 | 0.3 | 9.6 | -6.5 | 1.5

73: O=C(CCS(=O)(=O)c1ccc(Br)cc1)NC1CCCC1
74: Cc1ccc(NC(=O)C2CC(=O)N/C(=N/N=C/c3ccco3)S2)cc1C (stereo unspecified)
75: Cc1ccc(/C=C/C(=O)c2c(C)cc(C)[nH]c2=O)cc1
76: CS(=O)(=O)N(CC(=O)N1CCCC1)c1cc(Cl)c(Cl)cc1Cl

Compound | 73 | 74 | 75 | 76
GAA850 FXN act | -1.9 | 2.8 | -5.6 | -1.1
GC-B act | -3.4 | -3.4 | 2.3 | 2.1
NR0B1 inh | -0.4 | 0.0 | -1.4 | -0.4
NPR1 activator | -3.8 | -2.7 | -1.6 | -0.6
